Assay outcomes: PubChem BioAssay, Broad Institute
PglD DTNB – C. jejuni PglD acetyltransferase inhibitors, primary screen, biochemical, DTNB colorimetric, single point; purified PglD enzyme, DTNB colorimetric CoA detection; inhibition, % at 12.5 µM; UDP-N-acetylbacillosamine N-acetyltransferase PglD (Campylobacter jejuni); hit rate 0.098% among 360,000; AID 602405, 2012; in the data active = inhibition above about 16%, passing the limit was not always enough; also: strong numbers were not always called active
Cneo AK release – Cryptococcus neoformans cell lysis inducers, primary screen, AK release luminescence, single concentration. C. neoformans lysis, adenylate kinase release luminescence, 4 h; normalised: neutral wells 0, clomiphene wells 100. lysis activity, % at 15 µM. hit rate 0.2% among 360,000. AID 651654, 2012;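 active = mean lysis activity across replicates of at least 80%, whatever share of replicates individually reach that level; inactive = mean lysis activity below 80%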
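Assay system: C. neoformans cells. Amount: yeast cell density of 5 × 10^6 cells/mL. Technique: AK luminescence. Buffer or medium: YPD. Times: static 4 h at 37 °C with compound, 1 h detection. Dosing: single-point compound dose. Read-out: lysis from increased AK signal.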
PGC1a acetyl inh – inhibitors of PGC1a acetylation signal, primary screen, cell-based, U2OS, AlphaScreen, inhibitor mode; AlphaScreen anti-acetyl-lysine; with virally co-expressed GCN5 acetyltransferase; inhibition, % at 15.6 µM; hit rate 0.17% among 350,000;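 active = every replicate shows inhibition of at least 40%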;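 also: 0% = neutral control wells and 100% = positive control wells; some results beyond the cut were filed as inactive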
RAD52 anneal inh – RAD52 DNA annealing inhibitors, primary screen, biochemical, FRET, single point, set 2 | recombinant RAD52 DNA annealing, FRET fluorescence | inhibition, % at 18.7 µM | hit rate 0.46% among 360,000 | AID 651710, 2012;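 active = every replicate showing at least 50% inhibition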
ERAP1 HTS inh – human ERAP1 aminopeptidase inhibitors, primary screen, biochemical, single point, plate reader. hit rate 0.15% among 340,000. recombinant ERAP1, Leu-AMC fluorescence, 60 min. AID 652197, 2013. inhibition, % at 10.7 µM. Endoplasmic reticulum aminopeptidase 1 (Homo sapiens), Q9NZ08;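 active = mean replicate inhibition of at least 30%, or all replicates individually reaching that 30% level; inactive = mean below 30% and not every replicate reaching it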;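 also: 0% = neutral control wells and 100% = L-leucinethiol positive control wells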
Target sequence (Q9NZ08 whole entry, looked up): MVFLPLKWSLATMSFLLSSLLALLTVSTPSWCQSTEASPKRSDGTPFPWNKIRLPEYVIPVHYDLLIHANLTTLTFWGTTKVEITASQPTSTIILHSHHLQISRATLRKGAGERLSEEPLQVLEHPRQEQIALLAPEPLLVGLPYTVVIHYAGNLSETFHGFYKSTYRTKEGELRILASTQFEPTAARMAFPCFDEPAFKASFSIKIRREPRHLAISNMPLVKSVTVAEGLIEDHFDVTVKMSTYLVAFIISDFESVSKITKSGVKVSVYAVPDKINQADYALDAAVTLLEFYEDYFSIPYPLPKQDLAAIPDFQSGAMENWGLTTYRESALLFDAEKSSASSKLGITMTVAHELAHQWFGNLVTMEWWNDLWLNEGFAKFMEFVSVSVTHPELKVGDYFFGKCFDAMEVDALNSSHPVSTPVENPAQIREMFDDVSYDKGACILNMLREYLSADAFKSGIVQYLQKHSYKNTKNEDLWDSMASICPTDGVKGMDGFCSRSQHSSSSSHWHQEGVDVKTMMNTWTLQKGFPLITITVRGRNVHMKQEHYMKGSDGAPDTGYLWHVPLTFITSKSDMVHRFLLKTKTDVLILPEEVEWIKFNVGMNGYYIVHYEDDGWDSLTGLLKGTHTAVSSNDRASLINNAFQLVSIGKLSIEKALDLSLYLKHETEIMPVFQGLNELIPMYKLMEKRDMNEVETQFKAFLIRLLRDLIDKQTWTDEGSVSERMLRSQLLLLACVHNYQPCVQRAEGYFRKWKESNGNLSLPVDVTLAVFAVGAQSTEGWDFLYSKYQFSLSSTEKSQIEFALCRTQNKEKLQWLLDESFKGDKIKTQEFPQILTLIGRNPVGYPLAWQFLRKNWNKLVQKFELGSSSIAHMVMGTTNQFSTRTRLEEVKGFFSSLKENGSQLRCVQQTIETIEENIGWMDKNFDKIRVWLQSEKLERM
RAD54 inh – inhibitors of human RAD54 branch migration, primary screen, biochemical, fluorescence, single point | hit rate 0.14% among 360,000 | RAD54 Holliday junction branch migration, FAM/BHQ fluorescence | inhibition, % at 10.4 µM | DNA repair and recombination protein RAD54-like (Homo sapiens), Q92698;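 active = mean normalized replicate activity at least 40 and at least half of replicates scoring 40 or more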;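 also: 0% = median of neutral control wells and 100% = median of positive control wells; inhibitors cause a drop in the FAM fluorescence signal; in these data hits start at about 50%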
miR122 inh – miR-122 Renilla sensor signal increase in Huh7, primary screen, miR-122 inhibitor project, cell-based, single point, plate reader. Huh7 miR-122 Renilla luciferase sensor, 48 h; neutral wells = 0, positive control = 100. activation (reporter increase), % at 12.5 µM. hit rate 0.3% among 340,000;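 active = mean replicate activation score at least 90 and every replicate individually at or above 90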;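 also: higher luciferase means less miR-122 activity so hits act as miR-122 inhibitors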
E-selectin induc – E-selectin induction in HUVECs, primary screen, imaging, HUVEC, immunofluorescence imaging, single point; normalized: neutral wells 0, TNF-alpha wells 100; activation, % at 7.58 µM; hit rate 0.37% among 260,000; AID 686992, 2013;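 active = mean E-selectin-positive cell signal at least 10% of the positive control, reached in at least 60% of replicates, without over 20% cell loss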;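 also: in these data hits start at about 27%; measured in HUVEC primary endothelial cells; signal is the percent of cells scored E-selectin positive by PE staining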
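System: HUVEC, human umbilical vein endothelial cells; quantity: 3,000 cells/well; buffer or medium: EGM-2 medium, gelatin-coated wells; dosing: single-point compound dose; detection: immunofluorescence imaging; evaluation: % PE-positive cells; benchmarks: TNF-alpha, DMSO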
* marks the source's active call; other numbers are inactive results; x = no result given; [ ] = dose if it differs, or a comment. Outcome played no part in choosing rows, and some 1.4% of all compounds hit somewhere here.

molecule,PglD DTNB,Cneo AK release,PGC1a acetyl inh,RAD52 anneal inh,ERAP1 HTS inh,RAD54 inh,miR122 inh,E-selectin induc
COc1ccc2c3c(n(C)c2c1)[C@@H](CO)N(C)CC31CN(S(=O)(=O)c2cccs2)C1,x,x,0,3,1,x,x,0.2
CNC(=O)c1nn(-c2ccccc2)ccc1=O,4,4,-14,x,x,0,0,x
O=C(COc1ccccc1)NNc1c2ccccc2nc2ccccc12,-6,4,35,x,x,-6,-15,x
Cc1ccc(-n2c(Cn3c(C)nc4ccccc43)n[nH]c2=S)cc1,1,1,1,-20,1,11,6,0.2
COC(=O)c1ccccc1NC(=O)c1ccc(-c2ccccc2F)o1,1,-9,2,x,x,-6,x,x
CCN(C(=O)COC(=O)c1cccnc1SC)C1CCCCC1,2,0,1,-17,-2,-7,x,-0.2
CC1(C(=O)NS(=O)(=O)C2CC2)CCCN(C(=O)CSc2ccccc2)C1 (stereo not drawn),-9,1,5,-4,1,3,-5,1.5
C[C@@H]1CN([C@H](C)CO)C(=O)c2cc(NC(=O)CCCCCC(=O)Nc3ccccc3N)ccc2O[C@@H]1CN(C)C(=O)Nc1ccc2c(c1)OCO2,2,51,6,2,1,5,-3[16.7 µM],100*
CN1[C@@H]2CN(C(=O)c3ccc(F)cc3)c3ccccc3[C@@H]2[C@@H]1CO,-3,-4,4,-6,0,-15,21[16.7 µM],0.0
CC(C)c1cc(=O)n2[nH]c(SCc3ccc(Cl)cc3)nc2n1,-7,8,12,-12,-2,1,-5,0.1
Cc1ccc(O)c(C(=O)c2cnc3c(c2)COc2ccc(C)cc2-3)c1,-2,1,-7,x,x,2,-4,x
C[C@H]1CN([C@@H](C)CO)C(=O)c2cc(C3=CCCCC3)cnc2O[C@@H]1CN(C)C(=O)c1cccnc1,7,-9,-3,1,-1,3,x,0.2
O=C(C[C@H]1C[C@H](C(=O)N2CCOCC2)[C@@]2(CCC3CCCC3)c3[nH]c4cc(-c5ccco5)ccc4c3CCN2C1=O)NCCCn1ccnc1,0,0,x,-22,-1,-11,18,0.7
COc1cccc(NC(=O)CNC(C)CCC(C)C)c1 (stereo not drawn),-1,-1,-2,x,x,-5,-8,x
CC(C)NC(=O)N(C)C[C@H]1Oc2c(NS(=O)(=O)c3ccccc3)cccc2C(=O)N([C@@H](C)CO)C[C@H]1C,-2,2,6,-4,0,7,-5[16.7 µM],26
O=C(NCC[C@H]1CC[C@H](NC(=O)C2CCC2)[C@@H](CO)O1)c1cc(Cl)cc(Cl)c1,1,0,-3,-17,-1,-10,x,-0.3
COc1cc(OC)c(C=Cc2ccncn2)c(OC)c1,-3,-3,-10,-23,1,2,-3,x
C[C@@H]1CN([C@@H](C)CO)C(=O)c2cc(-c3cncnc3)cnc2O[C@@H]1CN(C)Cc1ccc(Oc2ccccc2)cc1,0,2,1,18,3,-16,11[16.7 µM],-0.2
COc1ccccc1C#Cc1ccc([C@@H]2[C@@H](CO)N3CCCCN(C(=O)C4CC4)C[C@@H]23)cc1,1,-1,-15,20,4,3,-28[16.7 µM],x
NS(=O)(=O)c1ccc(CNC(=S)NCc2ccc(Cl)cc2)cc1,-6,1,3,x,x,9,-11,-0.1
Cc1noc(C)c1NC(=O)Nc1ccc2c(c1)CC(=O)N([C@H](C)CO)C[C@@H](C)[C@@H](CN(C)Cc1ccncc1)O2,-11,-1,-3,1,-2,3,-1[16.7 µM],x
COCC(=O)N(C)C[C@H]1Oc2ncc(C#CC(C)(C)O)cc2C(=O)N([C@H](C)CO)C[C@H]1C,-3,-6,4,5,2,-2,0[16.7 µM],0.5
O=C(CCCOc1ccccc1)Nc1cc(S(=O)(=O)N2CCOCC2)ccc1N1CCOCC1,1,0,3,-5,-1,-4,x,-0.5
O=C1c2cccc3cccc(c23)C(=O)N1CCN1CCN(CC(O)COc2ccc3ccccc3c2)CC1 (stereo not drawn),-6,18,-9,-8,0,43,4,-0.1
COc1ccc2c3c(n(C)c2c1)[C@H](CO)NCC31CN(C(=O)Nc2ccc(F)cc2F)C1,x,x,-1,35,2,x,x,-0.1
CC(=O)c1sc(C(C)(C)C)cc1NC(=O)c1ccccc1C(=O)O,6,9,-6,-11,-11,-1,3,5.5
CCOC(=O)c1ccc(NS(C)(=O)=O)cc1,1,-2,-11,x,x,-4,-4,x
Cc1ccc(N2CC(C(=O)N3CCC(C(=O)NC(C)(C)C)CC3)CC2=O)cc1 (stereo not drawn),-1,14,x,-9,1,13,-1,x
O=C(CN1CCN(C(=O)C2CCCO2)CC1)Nc1ccc(Cl)c(Cl)c1 (stereo not drawn),2,-1,x,-13,-3,-11,-5,x
C[C@H](CO)N1C[C@H](C)[C@@H](CN(C)S(=O)(=O)c2ccc(Cl)cc2)Oc2ccc(NC(=O)CCN3CCOCC3)cc2C1=O,1,45,4,9,-2,11,0[16.7 µM],-15

Random excerpt: 2 entries already listed, in no set order.
molecule,PglD DTNB,Cneo AK release,PGC1a acetyl inh,RAD52 anneal inh,ERAP1 HTS inh,RAD54 inh,miR122 inh,E-selectin induc
COc1ccc2c3c(n(C)c2c1)[C@@H](CO)N(C)CC31CN(S(=O)(=O)c2cccs2)C1,x,x,0,3,1,x,x,0.2
C[C@H](CO)N1C[C@H](C)[C@@H](CN(C)S(=O)(=O)c2ccc(Cl)cc2)Oc2ccc(NC(=O)CCN3CCOCC3)cc2C1=O,1,45,4,9,-2,11,0[16.7 µM],-15

Some of these compounds in order of SMILES length, rising.
molecule,PglD DTNB,Cneo AK release,PGC1a acetyl inh,RAD52 anneal inh,ERAP1 HTS inh,RAD54 inh,miR122 inh,E-selectin induc
COC(=O)c1ccccc1NC(=O)c1ccc(-c2ccccc2F)o1,1,-9,2,x,x,-6,x,x
CC(=O)c1sc(C(C)(C)C)cc1NC(=O)c1ccccc1C(=O)O,6,9,-6,-11,-11,-1,3,5.5
COc1ccc2c3c(n(C)c2c1)[C@H](CO)NCC31CN(C(=O)Nc2ccc(F)cc2F)C1,x,x,-1,35,2,x,x,-0.1

Next structures.
molecule,PglD DTNB,Cneo AK release,PGC1a acetyl inh,RAD52 anneal inh,ERAP1 HTS inh,RAD54 inh,miR122 inh,E-selectin induc
C[C@@H](O)C#Cc1ccc([C@@H]2[C@H](CO)N3CCCCN(C(=O)c4ccc5c(c4)OCO5)C[C@@H]23)cc1,-1,1,-1,1,4,7,-2[16.7 µM],-0.3
COc1ccc(CN2CCC(C(=O)N3CCN(c4ccccc4F)CC3)CC2)cc1OC,0,3,-6,x,x,-7,-5,x
C[C@@H]1CN([C@H](C)CO)C(=O)Cc2cc(NS(=O)(=O)c3cccs3)ccc2O[C@H]1CN(C)S(=O)(=O)c1ccc(Cl)cc1,1,-1,4,13,3,0,-2[16.7 µM],-0.5
CC(C)(C)C1CCC2(CC1)C(Nc1cccc(C(F)(F)F)c1)=NC(=S)N2CC#N (stereo not drawn),0,-1,-6,x,x,-38,4,x
C[C@H](CO)N1C[C@H](C)[C@@H](CN(C)Cc2ccc(C(=O)O)cc2)Oc2ccc(NC(=O)Cc3ccccc3)cc2CC1=O,1,0,-1,5,6,-3,-4[16.7 µM],-1.9
COc1cc(/C=N/Nc2ncnc3sc4c(c23)CCC4)ccc1O,0,0,5,-24,-3,3,-5,-0.2
COCC(=O)NC[C@H]1[C@H](c2ccc(C3=CCCC3)cc2)[C@@H](CO)N1C(=O)C1CC1,2,-10,4,-6,-1,1,33[16.7 µM],0.1
Cc1ccc(/C(N)=N/OC(=O)CCC2CCCCC2)cc1,-2,4,x,x,x,-8,-8,x
O=C(CNc1cccc2ccccc12)N/N=C/c1ccc([N+](=O)[O-])cc1,-4,0,0,-9,4,2,39,0.4
CCCC#Cc1ccc([C@@H]2[C@H]3CN(C(=O)NCCC)CC(=O)N3[C@H]2CO)cc1,x,x,-2,-22,2,x,x,0.5
CCNC(=O)C[C@@H]1C=C[C@H](NS(=O)(=O)c2ccc(C)cc2)[C@H](CO)O1,0,-1,6,-5,0,3,x,-0.4
C[C@H]1CN([C@@H](C)CO)C(=O)Cc2cc(NC(=O)Cc3ccccc3)ccc2O[C@@H]1CN(C)C(=O)Nc1ccc(F)cc1,11,1,0,-3,0,-16,1[16.7 µM],-3.4
O=C(CN1C(=O)NC2(CCc3ccccc32)C1=O)NCc1ccccc1Cl (stereo not drawn),2,2,0,-3,-3,-1,-3,0.0
O=C(COc1ccc(Cl)cc1)NCCc1ccccn1,-2,0,8,4,0,-4,-5,-1.7
Cc1nn(C)cc1C(=O)Nc1c(C)nn(Cc2ccccc2Cl)c1C,-4,-2,4,x,x,3,-1,x
Cc1c(C(=O)NCCN(C)C)n(C)c(=O)c2ccccc12,-3,0,6,-31,0,-5,-5,0.0
C[C@@H]1CN([C@@H](C)CO)C(=O)c2cc(C#Cc3cccc(F)c3)cnc2O[C@H]1CN(C)C(=O)C1CC1,0,4,-8,12,1,-3,1[16.7 µM],0.6
C[C@@H]1CCCCO[C@@H](CN(C)S(=O)(=O)c2ccc(F)cc2)[C@H](C)CN([C@@H](C)CO)C(=O)c2cc(NC(=O)Cc3ccccc3)ccc2O1,2,0,11,x,x,1,1[16.7 µM],1.3
CCc1ccc(C(=O)C(C)OC(=O)c2nn(C)c(=O)c3ccccc23)cc1 (stereo not drawn),5,1,x,-11,0,7,0,1.7
O=C(N(c1ccccn1)c1ccccn1)C12CC3CC(CC(Cl)(C3)C1)C2,-1,-1,0,-12,-3,-7,-3,x
C[C@@H]1CN([C@H](C)CO)C(=O)c2cccc(NC(=O)C3CCCCC3)c2O[C@@H]1CN(C)Cc1ccncc1,-6,-3,4,-2,-3,8,3[16.7 µM],-0.4
C[C@@H]1CN([C@H](C)CO)C(=O)Cc2cc(NC(=O)Nc3cccc4ccccc34)ccc2O[C@@H]1CN(C)S(=O)(=O)c1ccccc1,7,-7,-8,7,-5,1,-3[16.7 µM],0.8
COCCCNC(=O)CCc1ccccc1,x,x,27,-12,-1,x,-3,x
CC(=O)Nc1ccc(S(=O)(=O)Nc2ccc3nc(C)sc3c2)cc1,-3,0,3,-17,6,-1,6,-0.1
COc1cccc(C(NC(=O)c2ccccc2F)NC(=O)c2ccccc2F)c1,-2,11,-1,x,x,-5,33,-0.3
Cc1cccc(C(=O)OCC(=O)Nc2nccs2)c1,-4,1,48,x,x,-3,-1,x
COc1cccc(-c2cnc(C(O)c3ccc(OC)c(F)c3)[nH]2)c1 (stereo not drawn),5,0,x,-34,1,6,14,0.1
c1ccc(Cn2ncc3c(N4CCN(C(c5ccccc5)c5ccccc5)CC4)ncnc32)cc1,3,-4,5,-17,0,-3,4,-0.1
CCn1c(CCl)nc2cc(S(=O)(=O)N3CCOCC3)ccc21,3,-3,7,-7,5,-4,-2,0.9
COc1ccc(C(O)(CCC(C)C)C(CN2CCOCC2)c2ccc(Cl)cc2)cc1 (stereo not drawn),0,6,-18,2,1,6,-6,x
COCCNc1nc(N)c([N+](=O)[O-])c(N2CCCCCC2)n1,-4,-8,-14,-13,0,-7,-4,19
Cc1ccc(C(=O)CCC(=O)OCC(=O)N2CCN(S(=O)(=O)c3ccc(C)cc3C)CC2)cc1,2,0,6,1,-2,-3,3,-0.4
